# Screening data (PubChem)
# GC-A act = GC-A (human) enzyme activation | P16066 | HEK293 GC-A cells, cGMP TR-FRET, EC30 ANP; 0% at EC30 ANP, 100% saturating ANP | activation, % at 10 µM | hit rate 0.14% among 370,000; in the data active = activation above about 40%
# HTRA1 inh = blocks human HTRA1 serine peptidase; Q92743; recombinant HTRA1, FP-rhodamine activity-based probe, fluorescence polarization; inhibition, % at 5.96 µM; hit rate 0.5% among 340,000; AID 504803; in the data active = inhibition above about 36%;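 note: 0% = enzyme with DMSO and 100% = wells lacking enzyme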
# NPR2 activator = GC-B (human) receptor activation | P20594 | HEK293-GC-B cells, CNP EC30, cGMP TR-FRET; 0% at EC30 CNP, 100% saturating CNP | activation, % at 10 µM | hit rate 0.11% among 370,000;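 active = activation at 10 µM reaching about 35% in either raw or pattern-adjusted values, limit read from the data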
# ASAP1 GAP inh = inhibitors of human ASAP1 ArfGAP activity; Q9ULH1; ASAP1-stimulated ARF1 GTP hydrolysis, GDP FP detection; inhibition, % at 16.5 µM; hit rate 0.19% among 360,000; AID 624377; in the data active = inhibition above about 25%;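 note: 0% = vehicle with enzyme and substrate and 100% = no enzyme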
# ABHD4 inh = ABHD4 (mouse) inhibition, primary FP screen; inhibition, % at 8.92 µM; hit rate 0.54% among 370,000; purified mABHD4, FP-Rh probe fluorescence polarization; Q8VD66;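 active = inhibition exceeding the mean over every tested compound plus 3 SD, cut at about 30% in these data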;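 note: 0% = plate median of compound wells and 100% = S159A mutant with DMSO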
#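 Material: mouse ABHD4 enzyme, wild type; Benchmarks: S159A mutant high control, sample median low control; Buffer or medium: HEPES pH 7.0, NaCl, Pluronic buffer; Signal: fluorescence polarization; Read-out: percent inhibition of probe binding, normalized to plate controls; Timing: pre-incubation 45 min, probe exposure 60 min, at 25 °C; Dosing: 8.92 µM, single dose.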
# SMARCA2 activ = increases SMARCA2 function in MMTV reporter cells; AID 652017; hit rate 1% among 370,000; activation, % at 9.1 µM; MG213 cells, MMTV-luciferase reporter, dexamethasone, overnight; in the data active = activation above about 7.8%;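 note: 0% = vehicle wells and 100% = reference activator wells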
# PG9 Ab binder = binds the HIV-1 gp120 antibody PG9. TR-FRET gp120-PG9 antibody binding. inhibition, % at 6.7 µM. hit rate 0.43% among 360,000. AID 624416; in the data active = inhibition above about 8.5%
# rCAG binder = binds r(CAG) RNA repeats. hit rate 1.3% among 370,000. r(CAG) RNA repeat, TO-PRO-1 dye displacement fluorescence. inhibition, % at 3 µM;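 active = inhibition above the plate cutoff, the mean of all test compounds on that plate plus 3 SD, cut at about 35% in these data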;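 note: 0% = DMSO alone and 100% = 100 µM mitoxantrone as full dye displacement; higher means more dye released from RNA so lower well fluorescence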
# ARFGAP1 inh = inhibits rat ARF GTPase activating protein 1; Q62848; Arfgap1-stimulated ARF1 GTP hydrolysis, GDP FP detection; inhibition, % at 16.5 µM; hit rate 0.26% among 360,000; AID 651572;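 active = inhibition above a per-plate limit, mean inhibition of low control wells plus 3 SD, cut at about 25% in these data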;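 note: 0% = DMSO wells with enzyme and 100% = wells lacking Arfgap1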
# Target sequence (Q62848 1-136 limits assumed): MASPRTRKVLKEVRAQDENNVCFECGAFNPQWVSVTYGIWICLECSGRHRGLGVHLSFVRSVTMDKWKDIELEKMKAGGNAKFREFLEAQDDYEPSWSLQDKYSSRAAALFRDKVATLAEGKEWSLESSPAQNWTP
#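 System: truncated rat Arfgap1 GAP domain / Medium: HEPES-based buffer, pH 7.5 / Also added: N-terminally truncated human ARF1-GTP substrate / Incubation: enzyme reaction 120 min at 25 °C after 20 min preincubation / Measured by: FP of antibody-bound GDP Alexa 633 tracer, ex 620/em 688 nm / Replicates: singlicate, each compound tested once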
# NR1D1 modulator = Rev-erb alpha (human) modulation; P20393; Rev-erbα–FITC-DNA binding, fluorescence polarization, 90 min; activity, % at 10 µM; hit rate 0.79% among 370,000; AID 1259318;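 active = activity above about 14%, limit read from the data; passing the limit was not always enough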;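 note: 0% = DMSO wells with 35 nM protein and 100% = DMSO wells with 750 nM protein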
# Target sequence (P20393 whole entry, looked up): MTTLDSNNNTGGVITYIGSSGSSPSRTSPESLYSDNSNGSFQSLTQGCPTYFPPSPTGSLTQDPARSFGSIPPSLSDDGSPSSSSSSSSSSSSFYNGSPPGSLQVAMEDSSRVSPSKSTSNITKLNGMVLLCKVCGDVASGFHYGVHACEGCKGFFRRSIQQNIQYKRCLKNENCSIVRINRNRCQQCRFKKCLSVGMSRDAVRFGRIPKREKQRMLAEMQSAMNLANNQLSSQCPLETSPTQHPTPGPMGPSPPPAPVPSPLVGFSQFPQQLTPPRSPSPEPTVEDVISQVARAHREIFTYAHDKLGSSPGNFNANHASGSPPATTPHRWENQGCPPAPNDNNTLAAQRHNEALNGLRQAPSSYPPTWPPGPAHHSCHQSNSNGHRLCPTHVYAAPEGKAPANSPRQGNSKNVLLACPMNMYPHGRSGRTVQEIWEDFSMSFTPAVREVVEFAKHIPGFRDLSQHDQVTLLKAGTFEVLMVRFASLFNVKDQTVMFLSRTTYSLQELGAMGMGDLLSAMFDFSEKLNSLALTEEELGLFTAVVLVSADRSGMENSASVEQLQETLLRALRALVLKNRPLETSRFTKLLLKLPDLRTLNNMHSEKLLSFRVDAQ
# Numbers without * were called inactive; x = no result given. Hits appear at their usual frequency. About 4.4% of those tested had a hit in this group.
Compound,ABHD4 inh,HTRA1 inh,rCAG binder,ASAP1 GAP inh,NPR2 activator,SMARCA2 activ,ARFGAP1 inh,GC-A act,PG9 Ab binder,NR1D1 modulator
CC1(C)COC(c2cccn2Cc2ccccc2Cl)=N1,-7,0,-1,-4,-3,3,-6,-3,1.7,-1
Oc1ccc(Br)cc1/C=N/n1c(C2CCCCC2)n[nH]c1=S,-1,-2,14,-4,1,2,-5,3,-0.1,-3
CC1CCN(C(=O)COC(=O)/C=C/c2ccc([N+](=O)[O-])cc2)CC1,2,1,2,14,3,-2,6,1,2.1,4
c1cnc(NC2C3CC4CC(C3)CC2C4)nc1 (configuration not stated),10,-2,0,6,6,2,15,0,0.2,0
CC(Oc1ccccc1Cl)C(=O)Nc1ccccc1C(=O)N1CCOCC1 (configuration not stated),1,-3,-8,-21,-1,-2,-4,-2,-1.8,-3
C#CCN(C[C@H]1[C@H](OC(=O)NCc2ccco2)[C@H](OC(=O)NCc2ccco2)C[C@H]2C(=O)N(c3ccccc3)C(=O)[C@@H]12)S(=O)(=O)c1ccc(C)cc1,-5,-21,18,-8,3,-2,-2,4,-0.5,-6
Cc1ccc(NC(=O)c2ccc([N+](=O)[O-])o2)cc1S(=O)(=O)N1CCOCC1,-3,x,2,-2,0,17*,9,-8,-0.2,4
CC(=O)Nc1cccc(-c2ccnc3c2CC(C)(C(=O)Nc2ccc(Cl)cc2)O3)c1 (configuration not stated),-37,x,4,-8,-10,-6,8,-10,-1.7,-4
O=C(NNC(=O)c1ccc(-n2cncn2)c([N+](=O)[O-])c1)c1ccccc1,-1,10,2,5,-1,-2,6,1,-0.5,-9
Cc1cc(C)n(CCC(=O)N2CCCC(N3CCN(c4cccc(Cl)c4)CC3)C2)n1 (configuration not stated),-2,10,-11,-12,-1,-1,7,0,-1.1,6
O=c1c2ccccc2c(C=Nc2cccc(O)c2)c(O)n1-c1ccc2c(c1)OCO2,11,-5,11,5,13,1,-6,10,-0.4,-13
Cc1cc(C)cc(NC(=O)CN2C(=O)c3ccccc3C2=O)c1,2,1,2,0,1,-3,-13,-2,2.4,-4
CCOC(=O)C1CCN(Cc2c(C(=O)N3CCOCC3)nc3c(C)cccn23)CC1,2,-3,-7,3,-4,-1,1,2,1.3,-3
COC(=O)C1=C(O)/C(=C\c2ccc(OCC(=O)Nc3ccccc3)cc2)N=C1C,4,4,1,-7,5,-2,-2,-3,-3.2,-3
COc1ccccc1Nc1ncc(C(C)=O)c(C)n1,-8,-5,3,13,-10,1,5,1,-1.1,8
CC1CCCCC1NC(=O)Cn1cccc1C(=O)c1ccccc1 (configuration not stated),-2,7,-5,3,2,-2,-6,2,-0.6,11
Cc1nc(C(F)(F)F)ccc1C(=O)N1CCC1(C)C(=O)NS(=O)(=O)c1cccc(Cl)c1 (configuration not stated),-5,x,5,2,6,-3,-5,3,-0.1,11
CCCN(CCC)C(=O)c1cc2c(=O)n3cccc(C)c3nc2s1,1,-7,-1,13,0,-1,-6,6,0.5,3
Nc1cc(S(=O)(=O)Nc2ccccc2Cl)ccc1N1CCOCC1,-3,5,8,8,-3,-6,-4,4,0.6,4
Cc1ccccc1CN(C)C(=O)CNC(=O)c1ccc2ccccc2c1,2,0,-3,7,-1,-2,-3,-1,-1.4,-1
O=C1CCc2cc(NS(=O)(=O)c3ccccc3)cc3c2N1CC3,-5,2,3,15,4,-3,4,1,-2.4,-3
CC1(C)Cc2c(sc3nc(SCC(=O)O)[nH]c(=O)c23)CO1,3,-4,2,-6,-5,-2,14,2,2.1,0
CC1CCCCN1CCCNC(=O)c1c(O)nc2ccccn2c1=O (configuration not stated),3,0,0,-4,-5,0,12,4,-0.9,0
COc1ccccc1C=NC(CO)C(O)c1ccc([N+](=O)[O-])cc1 (configuration not stated),2,2,2,3,-3,2,1,-1,-3.6,-7
CCOC(=O)c1cnn(-c2ccccc2)c1-n1cccc1C(=O)C(=O)Nc1ccccc1,-14,-23,-3,8,0,2,8,-4,-1.0,11
CN(C)S(=O)(=O)c1ccc(C(=O)Nc2ccccc2F)cc1,x,3,x,x,-6,x,x,5,x,-4
COC(=O)CSc1nnc(-c2cccs2)o1,4,x,-1,x,5,0,x,-1,x,-5
CCOCCCNC(=S)N(CCO)Cc1cc2cc3c(cc2[nH]c1=O)OCCO3,3,-1,-6,0,5,0,9,2,0.7,1
CCOc1ccc(NCCC(O)c2ccc(F)cc2)cc1 (configuration not stated),1,10,-3,7,-1,1,1,-1,-1.7,4
COc1ccc(NC(=O)C(NC(=O)CC2NC(=O)NC2=O)c2ccccc2)cc1 (configuration not stated),1,6,-3,-17,-3,-4,-10,2,0.4,-2
CCc1ccc(OCC(O)CN2CCC(CN3C(=O)c4cccc5cccc(c45)C3=O)CC2)cc1 (configuration not stated),4,-11,4,10,-4,-2,9,-1,3.0,4
O=C(C1=C[C@@H](c2csc3ccccc23)C[C@@H](OCc2ccc(CO)cc2)O1)N1CCN(Cc2ccc3c(c2)OCO3)CC1,-11,-32,2,1,-2,0,-3,-4,-3.1,2
CC(C)(C)c1ccc(S(=O)(=O)NC(=O)C2(C)CCN2C(=O)Cc2cccs2)cc1 (configuration not stated),5,x,3,2,5,-3,7,-2,-2.0,10
CC12CCC(=O)N1C(C(=O)Nc1nc3ccccc3s1)CS2 (configuration not stated),-1,1,1,2,3,0,-11,5,1.1,-1
Cc1ccc(Cl)cc1NC(=O)c1ccc(Cn2cc(Cl)cn2)cc1,-6,-18,0,2,2,0,-4,2,1.0,2
Cc1cccc(Cn2cc(CN3CC(N4CCN(CCOC(=O)c5cc6ccccc6o5)CC4)CS3(=O)=O)nn2)c1 (configuration not stated),-2,x,6,x,-1,-1,x,-1,x,1
COc1cccc(CNC(=O)C2CCCN(S(=O)(=O)c3ccc4c(c3)C(C)(C)C(=O)N4C)C2)c1 (configuration not stated),1,-3,1,2,4,-2,17,-1,1.8,1
C(=N\Nc1nc2ccccc2[nH]1)/c1ccccn1,34*,34,2,12,1,1,15,-2,-2.1,7
COc1cc(NC(=O)CCCl)cc(-n2cnnn2)c1,3,-7,0,3,-4,-3,-10,0,0.1,-6
COC(=O)c1cc(S(=O)(=O)NCC2CCN(Cc3ccc(Cl)cc3)CC2)c[nH]1,1,-2,-1,-3,-9,0,-2,-25,-1.7,1
CCOc1ncccc1C(=O)OCC(=O)N1CCN(S(=O)(=O)c2ccc(Cl)cc2)CC1,3,-4,-7,-1,-4,-4,4,1,0.2,6
CC(C)(C)c1cccc(Cn2nnc3ccccc32)c1O,-13,-22,-2,1,7,-2,-2,-1,-2.4,3
O=C1CC(c2ccccc2)CN1C(=O)c1cncc(Br)c1 (configuration not stated),8,6,-1,-5,3,1,7,7,0.8,-2
C=CCN(c1ccccc1)S(=O)(=O)c1ccc(Cl)c(C(=O)OCC(=O)NCCCN2CCCC2=O)c1,1,0,-1,10,6,-2,-1,-3,1.8,-3
N=c1oc2ccccc2cc1C(=O)NC1CCCCCC1,4,-12,-6,13,-3,3,-7,2,-0.4,4

# For convenience, some entries already given.
Compound,ABHD4 inh,HTRA1 inh,rCAG binder,ASAP1 GAP inh,NPR2 activator,SMARCA2 activ,ARFGAP1 inh,GC-A act,PG9 Ab binder,NR1D1 modulator
CCOc1ccc(NCCC(O)c2ccc(F)cc2)cc1 (configuration not stated),1,10,-3,7,-1,1,1,-1,-1.7,4
COc1ccc(NC(=O)C(NC(=O)CC2NC(=O)NC2=O)c2ccccc2)cc1 (configuration not stated),1,6,-3,-17,-3,-4,-10,2,0.4,-2
CCc1ccc(OCC(O)CN2CCC(CN3C(=O)c4cccc5cccc(c45)C3=O)CC2)cc1 (configuration not stated),4,-11,4,10,-4,-2,9,-1,3.0,4
O=C(C1=C[C@@H](c2csc3ccccc23)C[C@@H](OCc2ccc(CO)cc2)O1)N1CCN(Cc2ccc3c(c2)OCO3)CC1,-11,-32,2,1,-2,0,-3,-4,-3.1,2
CC(C)(C)c1ccc(S(=O)(=O)NC(=O)C2(C)CCN2C(=O)Cc2cccs2)cc1 (configuration not stated),5,x,3,2,5,-3,7,-2,-2.0,10
CC12CCC(=O)N1C(C(=O)Nc1nc3ccccc3s1)CS2 (configuration not stated),-1,1,1,2,3,0,-11,5,1.1,-1
Cc1ccc(Cl)cc1NC(=O)c1ccc(Cn2cc(Cl)cn2)cc1,-6,-18,0,2,2,0,-4,2,1.0,2
Cc1cccc(Cn2cc(CN3CC(N4CCN(CCOC(=O)c5cc6ccccc6o5)CC4)CS3(=O)=O)nn2)c1 (configuration not stated),-2,x,6,x,-1,-1,x,-1,x,1
COc1cccc(CNC(=O)C2CCCN(S(=O)(=O)c3ccc4c(c3)C(C)(C)C(=O)N4C)C2)c1 (configuration not stated),1,-3,1,2,4,-2,17,-1,1.8,1
C(=N\Nc1nc2ccccc2[nH]1)/c1ccccn1,34*,34,2,12,1,1,15,-2,-2.1,7
COc1cc(NC(=O)CCCl)cc(-n2cnnn2)c1,3,-7,0,3,-4,-3,-10,0,0.1,-6
COC(=O)c1cc(S(=O)(=O)NCC2CCN(Cc3ccc(Cl)cc3)CC2)c[nH]1,1,-2,-1,-3,-9,0,-2,-25,-1.7,1
CCOc1ncccc1C(=O)OCC(=O)N1CCN(S(=O)(=O)c2ccc(Cl)cc2)CC1,3,-4,-7,-1,-4,-4,4,1,0.2,6
CC(C)(C)c1cccc(Cn2nnc3ccccc32)c1O,-13,-22,-2,1,7,-2,-2,-1,-2.4,3

# Carrying on:
Compound,ABHD4 inh,HTRA1 inh,rCAG binder,ASAP1 GAP inh,NPR2 activator,SMARCA2 activ,ARFGAP1 inh,GC-A act,PG9 Ab binder,NR1D1 modulator
O=C(Nc1ccccc1)OCN1C(=O)c2ccccc2C1=O,0,1,0,10,0,7,14,-2,-1.8,-3
FC(F)(F)c1nnc(-c2ccccc2)nc1N1CCCC1,-3,0,-1,4,0,-3,7,2,1.9,6
CCOC(=O)c1csc(NC(=O)c2cc(OC)c(OC)c(OC)c2)n1,-4,-7,-3,12,-3,-1,10,2,0.0,-5
COc1ccc(-c2nnc(SC(C)C(=O)Nc3ccc4c(c3)OCCO4)o2)cc1 (configuration not stated),1,11,1,3,9,6,7,1,-0.9,-6
O=C(COC(=O)c1cc(-c2cccs2)nn1-c1ccccc1)Nc1cccc([N+](=O)[O-])c1,-6,3,8,0,-6,-3,2,-9,0.1,1
COc1cc(Br)cc2cc(C(=O)N3CCCCC3C)c(=O)oc12 (configuration not stated),4,-2,-2,7,x,-2,0,x,-0.2,x
Cc1ccc(C)c(C(=O)c2ccccc2NC(=O)c2ccccn2)c1,-2,-37,0,6,3,-3,-17,10,-0.3,4
